# SRC1 inh: human NCOA1 inhibition; Q15788; HEK293 GAL4-SRC1 luciferase reporter, luminescence; inhibition, % at 3.6 µM; hit rate 0.12% among 360,000; AID 588354;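 active = inhibition above the campaign mean plus 3 SD, with each screening campaign given its own cutoff, cut at about 60% in these data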;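 note: 0% = DMSO treated cells and 100% = gossypol at 36 µM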
# LRH-1 inv ag: suppresses constitutive activity of human LRH-1 | HEK293T StAR-luciferase reporter, LRH-1 transfected, 24 h | inhibition, % at 3.6 µM | hit rate 0.13% among 360,000;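 active = inhibition above the mean inhibition of all tested compounds plus 3 SD, cut at about 73% in these data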;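 note: 0% = DMSO wells and 100% = reporter-only cells lacking LRH-1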
# CF NFkB block: inhibitors of cystic fibrosis induced NF-kB; KKLEB NF-kB-GFP reporter, PAF-induced, GFP fluorescence overnight; hit rate 0.86% among 360,000; inhibition, % at 5 µM;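 active = at least 50% inhibition at 5 µM, scaled per plate between neutral and stimulator controls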;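 note: PAF is a Pseudomonas aeruginosa culture filtrate used as stimulus; plate controls were PAF-stimulated DMSO wells for no effect and unstimulated DMSO wells for full effect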
# NCOA2 inhibitor: human SRC2 (NCOA2) inhibition; Q15596; HEK293 GAL4-SRC2 luciferase reporter, luminescence; inhibition, % at 9 µM; hit rate 0.17% among 370,000;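 active = inhibition above the mean inhibition of all tested compounds plus 3 SD, set per campaign, cut at about 52% in these data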;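 note: 0% = DMSO treated cells and 100% = cells given Gossypol at 36 µM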
# NCOA3 inh: inhibits human SRC3 coactivator. Q9Y6Q9. HEK293 GAL4-SRC3 luciferase reporter, luminescence. inhibition, % at 3.6 µM. hit rate 0.17% among 360,000;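 active = inhibition above a per-campaign cutoff, the mean of all compounds plus 3 SD, cut at about 60% in these data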;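 note: 0% = DMSO-treated cells and 100% = gossypol-treated cells at 36 µM; higher means less SRC3-driven luciferase light from the GAL4 reporter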
# TRAIL sens C8: sensitizes caspase-8 expressing cells to TRAIL | NB7+C8 cells + TRAIL, ATPlite viability luminescence | hit rate 1% among 360,000 | inhibition (viability loss, TRAIL sensitization), % at 10 µM;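 active = compounds causing at least 50% loss of cell viability in the single-dose screen, relative to plate controls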
# LMP1 NFkB inh: reduces LMP1-driven NF-kappaB luciferase signal | LMP1-induced NF-kappaB luciferase reporter cells, luminescence | inhibition, % at 12.5 µM | hit rate 0.69% among 350,000 | AID 504558; in the data active = inhibition above about 41%;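 note: 0% = neutral control wells and 100% = reference inhibitor control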
# COUP-TFII inh: inhibitors of human COUP-TFII (NR2F2); HEK293T NGFI-A luciferase reporter, luminescence; inhibition, % at 8.6 µM; hit rate 0.7% among 370,000; AID 686940;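 active = inhibition above a per-plate cutoff, mean inhibition of test wells between control levels plus 3 SD, cut at about 38% in these data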;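 note: cells cotransfected with COUP-TFII expression vector driving the NGFI-A reporter; 0% = median of COUP-TF2 test wells and 100% = reporter-only cells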
# KKLEB tox: CF airway cell cytotoxicity counter-screen | KKLEB CF airway cells viability, ATPlite luminescence, overnight; stronger effect = lower value; cells stimulated with P. aeruginosa culture filtrate | activity change (cytotoxicity), % at 5 µM | hit rate 0.36% among 360,000 | AID 602141;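 active = corrected activity change at or below -50% at 5 µM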
# TROY NFkB inh: blocks TROY-dependent signaling in reporter cells. Q293 LMP1-TROYcd NF-kB luciferase reporter, 4 h. inhibition, % at 10 µM. hit rate 0.98% among 360,000;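 active = compounds whose plate-normalised and pattern-corrected inhibition of the luciferase reporter signal at the single screening dose is 50% or more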
# TWEAK-Fn14 inh: TWEAK-Fn14 signaling inhibition; TWEAK-stimulated Fn14 reporter cells, luciferase luminescence, 8 h; inhibition, % at 10 µM; hit rate 2% among 360,000; in the data active = inhibition above about 50%
# An asterisk follows results filed as active; . = not tested or not shown. The order is random. About 4.2% of those tested had a hit in this group.
SMILES,SRC1 inh,LRH-1 inv ag,CF NFkB block,NCOA2 inhibitor,NCOA3 inh,TRAIL sens C8,LMP1 NFkB inh,COUP-TFII inh,KKLEB tox,TROY NFkB inh,TWEAK-Fn14 inh
CCOC(=O)C1=C(C)NC(=S)N(C(C)=O)C1c1ccc(OC)c(OC)c1 (stereo not drawn),5,-2,23,-22,13,-6,-6,-8,-1,3,5
O=C(NCc1cccnc1)/C(=C/c1ccc(Cl)cc1)NC(=O)c1ccccc1,-4,9,1,-6,-1,3,13,16,1,11,19
Cc1ccccc1-c1nc(CS(=O)CC(=O)NCCN2CCN(Cc3ccccc3)CC2)c(C)o1 (stereo not drawn),5,-14,-6,-12,-5,-12,16,15,-2,1,9
CC(C)c1ccc(C2C3=C(CC(C)(C)CC3=O)NC3=C2C(=O)c2ccccc23)cc1 (stereo not drawn),18,16,-2,9,23,-5,-10,0,-12,36,61*
Cc1cc2ncn(C(=O)N3CCCC3)c2cc1C,-26,-17,-6,-7,6,-16,15,-7,2,3,1
COc1ccc(CNC(=O)C(c2ccco2)N(C(=O)c2snc(C(N)=O)c2N)c2cccc(OC)c2)cc1 (stereo not drawn),2,11,-10,-12,-10,-16,-7,-10,9,-4,-4
c1ccc(CCCc2nc(-c3ccccn3)no2)cc1,-53,-37,-5,-77,-37,5,-19,-6,2,-20,6
O=C(NCC1CCCO1)c1ccc2c(=O)n(-c3ccccc3)c(=S)[nH]c2c1 (stereo not drawn),-6,7,4,-11,10,-4,1,-23,-1,5,-12
CN1OC[C@@H]2CN(C(=O)CCc3ccccc3)[C@H](c3cccc(-c4ccccc4)c3)C[C@@H]21,-1,6,-24,-11,16,-9,-1,-12,11,-6,-1
CCOC(=O)NC(=S)Nc1cccc(C)n1,4,-12,1,-24,7,10,5,-9,8,-2,3
CS(=O)(=O)Cc1ccc(C(=O)NC(c2ccccc2)c2ccccc2)cc1,-4,-4,-6,-6,-7,-6,-4,12,2,8,7
NC(=O)CCn1cnc2ccccc21,-8,5,11,-15,12,3,-21,19,2,-3,-24
NS(=O)(=O)c1cccc(NC(=O)CSc2nc3ccccc3c(=O)n2CCCN2CCOCC2)c1,-3,0,-8,-8,12,-15,1,12,1,-4,-7
S=C(Nc1ccc(Cl)cc1)N(CCCN1CCOCC1)Cc1ccco1,14,-4,1,-8,-8,-6,-15,15,-8,3,-1
Cc1cc(C(=O)N/N=C/c2sccc2C)no1,-91,-9,-7,-31,-9,-13,-1,-10,7,-3,-14
CCOC(=O)c1c(/N=C/c2cc([N+](=O)[O-])ccc2O)sc(C)c1C,9,-4,12,-3,-2,1,-17,8,-3,-6,29
Cc1ccc(NC(=S)NC(=O)C2CCC2)cc1C,-68,-95,11,-49,-74,-3,-31,-41,12,-89,-24
Cc1nc2ccccc2c2ncccc12,4,-2,-56,2,1,-7,0,-25,13,5,4
COc1cc(NC(=O)C(Cc2ccccc2)n2cccc2)cc(OC)c1 (stereo not drawn),-6,12,-7,-3,18,-2,-6,1,1,7,24
COc1ccc(S(=O)(=O)N2CC(C(=O)O)Oc3ccccc32)cc1 (stereo not drawn),2,9,-13,-15,-20,0,3,11,-5,-20,-3
COC(=O)c1c(C)oc(C)c1S(=O)(=O)NCc1ccco1,-22,0,1,-12,17,-4,1,8,-4,-19,25
COc1ccc(-c2cn3cc(C)ccc3n2)cc1OC,-124,-173,-15,-23,-117,72*,6,-58,-20,-69,45
O=C(CSc1nc(N2CCOCC2)nc(N2CCOCC2)n1)Nc1cccc(C(F)(F)F)c1,4,8,20,-3,-4,-17,1,21,-4,-8,-42
CSc1cccc(NC(=O)CSc2nc3ccccc3o2)c1,-20,20,-19,-24,-24,-4,-29,-12,-1,-30,-6
NNC(=O)c1sccc1OCc1cccc(C(F)(F)F)c1,-1,20,-10,-24,10,1,13,6,-2,16,9
# Remaining list, next part
SMILES,SRC1 inh,LRH-1 inv ag,CF NFkB block,NCOA2 inhibitor,NCOA3 inh,TRAIL sens C8,LMP1 NFkB inh,COUP-TFII inh,KKLEB tox,TROY NFkB inh,TWEAK-Fn14 inh
CCN(C(=O)CCc1nc(-c2ccccc2F)no1)c1cc(OC)ccc1OC,-5,18,16,5,22,0,8,2,-7,-5,13
Cc1ccc(-c2nn3c(C)nnc3c3ccccc23)cc1S(=O)(=O)N(C)CCO,0,13,-72,-31,12,6,4,-73,-2,-7,17
Cc1ccc(NS(=O)(=O)c2cc(C(=O)Nc3cccc([N+](=O)[O-])c3)ccc2C)cc1,-8,-17,5,10,14,17,1,13,2,35,32
O=C(CCc1nnc(Cc2c[nH]c3ccccc23)o1)NC(C1CC1)C1CC1,-6,11,18,-20,4,9,3,7,2,6,-13
O=C(Nc1ccccn1)c1ccc2c(=O)n3c(nc2c1)CCCCC3,-109,-84,0,-58,-105,60*,-5,-32,10,13,56*
O=C(CCN1CCN(C/C=C/c2ccccc2)CC1)Nc1ccc(Cl)cc1,-7,-6,9,8,-6,22,8,10,2,5,7
COc1ccc(NC(=O)C(=O)N2N=C3CCCCC3C2(O)C(F)(F)F)cc1 (stereo not drawn),4,-4,-10,-9,-9,-2,0,-12,0,3,1
COc1ccc(-c2nc3ccc(Cl)cn3c2Cc2cccc(F)c2)cc1OC,-3,-28,4,3,-5,3,.,-2,-20,-2,-17
COc1ccc(C(=O)NC(=S)NNC(=O)CCc2ccccc2)cc1,3,-9,-4,-21,-12,17,9,-25,0,-7,-2
COc1ccc([C@H]2CN(CCc3ccccc3)C(=O)[C@@H]2CC(=O)Nc2ccccc2)cc1,-25,-28,4,15,-6,-5,0,-11,8,-42,-4
O=[N+]([O-])c1cccc(SSc2cccc([N+](=O)[O-])c2)c1,-6,-2,0,-11,-5,1,2,12,-1,-13,11
CC(Oc1ccccc1F)C(=O)NNC(=O)c1cc2ccccc2o1 (stereo not drawn),-16,9,-12,-18,11,-7,2,15,9,0,-14
Cc1c(C(=O)NN2CCOCC2)oc2ccccc12,-21,3,-8,-7,9,2,-3,8,9,1,0
COc1ccc(NS(=O)(=O)c2cc(NC(=O)c3cnc(C)cn3)ccc2N2CCCC2)cc1,11,-8,-12,-10,15,6,-9,-3,4,-23,-7
CN(CC(=O)Nc1ccc(F)cc1)C(=O)c1ccc(N2C(=O)CCC2=O)cc1,-16,8,-3,-13,6,-13,-8,9,-7,-15,1
COc1ccc(CC2=CC(=O)c3ccccc3C2=O)cc1,7,20,52*,-12,-1,3,7,0,12,1,29
Cc1nc(-c2ccc(NS(=O)(=O)c3ccccc3)cc2)cs1,12,-1,5,23,4,4,-26,8,-1,-15,12
CSC1=N/C(=C/c2ccc(-n3cncn3)cc2)C(=O)N1,-4,-6,16,-13,-12,-10,-6,-20,-13,0,-22
Cc1c(-c2ccccc2)c(=O)oc2cc(O)ccc12,5,6,-3,-11,-12,-4,1,-4,6,-22,-33
COc1cc(SC)ccc1C(=O)NNC(=O)C1COc2ccccc2O1 (stereo not drawn),6,-1,8,10,-3,-2,3,11,-30,-25,-30
Cc1ccsc1/C=C(\C#N)C(=O)NCCCN1CCOCC1,-10,-8,5,-25,-4,21,-5,-9,-3,-13,-1
Cc1ccc(N(C(=O)c2sc(C)nc2C)C(C(=O)NCc2ccco2)c2ccccc2)cc1 (stereo not drawn),-10,8,-1,0,15,3,0,-12,5,0,11
Cc1c(CCO)c(=O)n(-c2ccccc2)n1S(=O)(=O)c1ccc([N+](=O)[O-])cc1,-56,-2,-2,3,15,16,-5,-14,-11,1,2
Cc1c(Br)cc(-c2nnco2)cc1Br,-9,8,15,-3,11,3,0,11,-6,6,18
O=C(CNC(=O)c1cccs1)OCC(=O)c1ccccc1,-22,0,-4,-5,9,2,6,-13,7,-7,-17

# Shown as a hit in CF NFkB block, of those listed so far:
SMILES	SRC1 inh	LRH-1 inv ag	CF NFkB block	NCOA2 inhibitor	NCOA3 inh	LMP1 NFkB inh	COUP-TFII inh	TWEAK-Fn14 inh
COc1ccc(CC2=CC(=O)c3ccccc3C2=O)cc1	7	20	52*	-12	-1	7	0	29

# The list continues.
SMILES,SRC1 inh,LRH-1 inv ag,CF NFkB block,NCOA2 inhibitor,NCOA3 inh,TRAIL sens C8,LMP1 NFkB inh,COUP-TFII inh,KKLEB tox,TROY NFkB inh,TWEAK-Fn14 inh
CCCNC(=O)C1(C)CCCN(Cc2ccc(C#N)cc2)C1 (stereo not drawn),-10,5,-2,-8,6,-7,.,-12,2,14,-5
CCCN(C(=O)c1ccc(OCC(C)C)cc1)c1c(N)n(Cc2ccccc2)c(=O)[nH]c1=O,-13,-12,24,8,10,4,-2,1,-8,4,-6
Cc1cnc(C(=O)NCC(c2ccccc2)c2ccccc2)cn1,-5,6,15,14,0,-5,-1,16,2,11,4
COC(=O)N1C(=O)[C@](Cc2ccccc2)(c2ccccc2)N1C(=O)OC,-3,5,49,12,-14,-2,1,-3,-21,-24,10
O=C(OCc1nc2ccccc2s1)c1cccc(N2C(=O)CCC2=O)c1,1,-9,-1,-116,0,0,3,2,6,4,-11
CC(C)OC(=O)C1C2C=CC3(CN(C(C)c4ccc(Br)cc4)C(=O)C13)O2 (stereo not drawn),4,-3,1,8,5,-8,3,17,-13,-7,20
COc1cccc(CNC(=O)c2ccccc2-c2ccccc2)c1,-31,-7,-6,-29,15,-5,-1,-12,-4,2,1
Oc1ccc(/C=N/Nc2ccc(C(F)(F)F)cn2)c(O)c1,-45,-16,-6,24,-56,13,8,-51,13,-30,20
Cc1ccc(CSc2nnc(SCC(=O)N/N=C/c3ccccc3OCC(=O)O)s2)cc1,-15,-16,1,14,-14,20,-2,-4,15,-12,2
Cc1cc(C)c(NC(=O)CNC(=O)c2ccc(-n3cncn3)c([N+](=O)[O-])c2)c(C)c1,1,5,2,-34,-11,-12,-1,-6,-7,3,-3
CC(/C=C/c1ccccc1F)=N\NC(=O)c1cccc(F)c1,-78,-92,8,-54,-61,-6,2,-22,-6,-28,8
CCc1ccc(C(=O)c2cnc3ccc(OC)cc3c2N2CCN(CC)CC2)cc1,-12,-9,14,-6,-8,-2,-15,-7,9,-5,-19
CCOc1ccc(S(=O)(=O)n2cnc3ccccc32)cc1,-7,14,-4,-2,11,-3,8,19,18,3,-10
NC(=O)C1CCN(C2=C(NS(=O)(=O)c3ccc(Br)cc3)C(=O)c3ccccc3C2=O)CC1,1,14,34,-7,6,26,-11,4,-5,21,2
Cc1cc(-c2ccccc2)nc2[n+]1CCN2C,7,20,-8,-31,5,13,5,7,1,-7,10
C=CCN1C(=O)c2ccc(C(=O)N3CCN(c4ccccc4OC)CC3)cc2C1=O,-6,-11,19,-7,-20,4,-4,7,-2,8,-5
Cc1nn(-c2ccccc2)c(C)c1C(=O)OCC(=O)N1CC(=O)Nc2ccccc21,-1,7,-6,-5,-4,13,-11,-4,10,-3,-5
Cc1csc2c(=O)[nH]cnc12,2,-14,25,-7,-1,2,-8,1,-7,1,-5
CSCCOC(=O)COc1ccc(/C=N/NC(=O)c2nn(C)cc2Cl)cc1,-27,-32,8,-47,-9,3,6,-31,2,-31,-16
CC[C@H](C)[C@H]1CNC(=S)N1CC1CCN(CCCCc2ccccc2)CC1,4,0,-14,-3,-3,12,-3,7,10,-7,10
Cc1cc(NS(=O)(=O)c2ccc(NC(=O)c3ccc(Cl)cc3[N+](=O)[O-])cc2)no1,7,0,3,-1,20,-5,-2,2,-8,4,-10

# Compound activity deposited in PubChem BioAssay by several laboratories.
